# Screens as filed in PubChem.
# SKN-1 block: inhibitors of C. elegans SKN-1; C. elegans VP596 Pgst-4::GFP/RFP ratio, acrylamide-induced, 24 h; AID 624304; inhibition, % at 21.8 µM; hit rate 0.49% among 360,000;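 active means interference check ratio from 0.5 to 1.5 plus GFP to RFP signal ratio inhibition reaching or exceeding a fixed threshold, cut at about 30% in these data, passing the limit was not always enough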; further: some compounds called inactive have numbers as strong as hits
# SUMO1 PPI mod: SUMO1-SIM interaction modulation; hit rate 0.33% among 360,000; inhibition, % at 20 µM; P63165; SUMO1 binding to a labelled peptide, TR-FRET, 1 h; in the data active means inhibition above about 37%
# Target sequence (P63165 whole entry, looked up): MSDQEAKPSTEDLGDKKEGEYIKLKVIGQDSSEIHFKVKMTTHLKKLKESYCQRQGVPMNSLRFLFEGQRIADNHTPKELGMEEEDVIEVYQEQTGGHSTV
# Scp1 inh: inhibitors of human Scp-1 phosphatase; Q9GZU7; Recombinant Scp1, phosphopeptide, malachite green phosphate absorbance; inhibition, % at 20 µM; hit rate 0.88% among 340,000;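 active means inhibition above about 50% at 20 µM, limit read from the data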;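 further: plate controls were DMSO wells with enzyme for no effect and wells lacking enzyme for full effect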
#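 System: truncated SCP-1 phosphatase (76-261aa); medium: Tris acetate buffer pH 5.5 with MgCl2 and Tween-20; incubation: 45 min room-temperature reaction, 5 min colour, 30 min stabiliser; compound: single 20 µM dose, 1% DMSO; reagent: Phosphorylated 17-residue peptide substrate; read-out: % inhibition at 20 µM; technique: colorimetric free-phosphate detection, absorbance 630 nm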
# STEP block: STEP (human) phosphatase inhibition; P54829; recombinant STEP, OMFP fluorogenic substrate, fluorescence; inhibition, % at 20 µM; hit rate 0.25% among 360,000;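 active means inhibition at 20 µM, scaled per plate between control wells, above about 37%, limit read from the data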;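 further: 0% = DMSO with enzyme and substrate and 100% = substrate only without enzyme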
# Target sequence (P54829 whole entry, looked up): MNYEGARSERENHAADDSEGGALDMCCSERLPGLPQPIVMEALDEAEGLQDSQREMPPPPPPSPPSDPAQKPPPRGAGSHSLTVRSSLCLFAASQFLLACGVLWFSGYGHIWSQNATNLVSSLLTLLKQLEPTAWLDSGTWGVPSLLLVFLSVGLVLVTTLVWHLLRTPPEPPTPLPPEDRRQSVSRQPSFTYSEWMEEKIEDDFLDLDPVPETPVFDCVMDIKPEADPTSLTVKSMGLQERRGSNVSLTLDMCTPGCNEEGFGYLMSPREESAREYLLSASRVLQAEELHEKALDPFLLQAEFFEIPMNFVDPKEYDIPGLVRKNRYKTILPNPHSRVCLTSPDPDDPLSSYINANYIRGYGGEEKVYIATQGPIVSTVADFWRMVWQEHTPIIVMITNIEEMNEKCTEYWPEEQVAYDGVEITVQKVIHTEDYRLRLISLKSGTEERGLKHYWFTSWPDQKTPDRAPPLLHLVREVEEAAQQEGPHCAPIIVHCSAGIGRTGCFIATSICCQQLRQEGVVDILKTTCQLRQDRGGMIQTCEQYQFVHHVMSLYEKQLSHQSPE
#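 System: STEP phosphatase, cell-free reaction; Buffer or medium: Bis-Tris pH 6.0 buffer with DTT, detergent; Incubation: 20 min at room temperature, dark; Measured by: fluorescence, 480/540 nm.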
# LMPTP block: blocks human LMPTP phosphatase. recombinant LMPTP-A, OMFP fluorogenic substrate, fluorescence intensity. AID 651560. inhibition, % at 20 µM. hit rate 0.22% among 360,000. P24666;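 active means compounds that cut the enzyme signal by at least half of the control window in the single-dose screen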;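 further: plate controls were DMSO wells with enzyme plus substrate for no effect and substrate without enzyme for full effect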
#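 Test system – LMPTP-A enzyme · Amount – LMPTP-A at 0.625 nM final in the reaction · Buffer or medium – Bis-Tris pH 6.0, DTT, detergent · Reagent – OMFP 400 µM · Doses – single 20 µM dose · Schedule – reaction 50 min, room temperature, dark · Detection – fluorescence intensity of OMFP turnover product · Evaluation – percent inhibition versus substrate-only and uninhibited controls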
# NRP1-CendR mod: NRP-1/CendR interaction modulation | O14786 | FAM-RPARPAR peptide binding to NRP-1, fluorescence polarization | inhibition, % at 25 µM | hit rate 0.85% among 360,000 | AID 602438;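 active means inhibition or corrected inhibition above about 18%, plus a signal ratio from 0.5 to 1.5, limit read from the data, passing the limit was not always enough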; further: strong numbers were not always called active
# Rpn11 block: inhibitors of human proteasome Rpn11 | O00487 | calls only at 20 µM | human 26S proteasome, Ub4-pepOG fluorescence polarization; 20S core pre-blocked with epoxomicin | hit rate 0.59% among 360,000;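 active means inhibition at 20 µM, scaled to each plate's controls, above about 33%, limit read from the data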
# Target sequence (O00487 whole entry, looked up): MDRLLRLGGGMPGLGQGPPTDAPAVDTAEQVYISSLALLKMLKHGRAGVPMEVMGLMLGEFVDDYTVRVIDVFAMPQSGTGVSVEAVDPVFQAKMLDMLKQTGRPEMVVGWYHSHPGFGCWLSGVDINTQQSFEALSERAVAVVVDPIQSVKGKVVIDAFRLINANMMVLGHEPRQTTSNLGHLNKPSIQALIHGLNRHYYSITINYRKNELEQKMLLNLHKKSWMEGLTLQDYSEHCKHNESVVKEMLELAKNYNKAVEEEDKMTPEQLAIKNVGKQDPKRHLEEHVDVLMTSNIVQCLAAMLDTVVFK
# NadD block: NadD (S. aureus) enzyme inhibition | AID 602399 | hit rate 0.78% among 360,000 | inhibition, % at 20 µM | purified NadD enzyme, colorimetric absorbance read-out; in the data active means inhibition above about 26%; further: some compounds past the cut are filed as inactive
# DNMT1 inh: DNMT1 (human) enzyme inhibition; P26358; DNMT1 molecular beacon, Hinp1I cleavage, fluorescence; inhibition (reported as % activation of signal), % at 10 µM; hit rate 0.83% among 360,000; AID 588458; in the data active means inhibition above about 50%
# MT1-MMP act inh: inhibitors of human MT1-MMP activation; hit rate 0.061% among 360,000; GFP/RFP ratio change, % at 20 µM; AID 651647; HT1080 RFP-PRO-GFP cells, GFP/RFP ratio fluorescence, overnight; percent of plate control window, DMSO zero;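 active means GFP/RFP ratio change of at least 30% with cell ATP level not reduced by more than half and red fluorescence within 50% of control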; further: strong numbers were not always called active
#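 Material – HT1080 RFP-PRO-GFP cells · Control set – DMSO wells and RFP-L50D-GFP cells · Incubation – overnight cell settling, then overnight compound exposure, 37 °C, 5% CO2 · Compound dosing – single-point 20 µM compound, 1% DMSO · Read-out – GFP/RFP fluorescence ratio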
# * marks the source's active call; other numbers are inactive results; i = inactive; / = not tested or not shown. Rows were taken by chance (roughly 3.9% active in at least one column).
SMILES,SKN-1 block,SUMO1 PPI mod,Scp1 inh,STEP block,LMPTP block,NRP1-CendR mod,Rpn11 block,NadD block,DNMT1 inh,MT1-MMP act inh
COc1cc(/C=C2\SC(=Nc3ccccc3)N(CCc3c[nH]c4ccccc34)C2=O)ccc1OC(C)C(=O)O (stereo not given),-3,0,1,-1,3.2,-25,i,19,-2,-4
S=C(NCc1ccncc1)Nc1ccc(Cl)cc1Cl,-1,3,-4,-1,-2.1,-13,i,-7,1,-3
O=C(Nc1cccc(Cl)c1)C1CCCCC1,7,-1,0,1,-0.6,14,i,-11,3,11
CCOC(=O)[C@@H](NC(=O)/C=C/[C@H]1O[C@@H](n2ccc(=O)[nH]c2=O)[C@H](O)[C@@H]1O)C(C)C,16,3,/,-1,-1.4,-5,i,0,0,1
CS(=O)(=O)Nc1cccc(C2=NN(C(=O)c3ccco3)C(c3ccco3)C2)c1 (stereo not given),-2,-13,-7,-3,0.4,9,i,-5,1,-1
Cc1cc(N/C=C(\C#N)S(=O)(=O)c2ccccc2Cl)nc(C)n1,-7,4,-9,-2,-0.2,-15,i,1,1,-1
COCc1cc(=O)[nH]c(/N=C(\N)Nc2ccc(Cl)c(Cl)c2)n1,14,5,-10,3,2.1,-3,i,5,3,3
Cc1nccn1-c1ccc(NC(=O)[C@H]2O[C@@H](n3ccc(N)nc3=O)[C@H](O)[C@@H]2O)cc1,-8,5,/,/,-1.1,5,/,0,/,2
COC(=O)C(C)Oc1ccc(Cl)c(CN2OCC(C)(C)C2=O)c1 (stereo not given),3,7,-13,-2,4.3,-3,i,-7,-1,0
COc1ccc(S(=O)(=O)N2CCN(Cc3cc(OC)c(OC)c(OC)c3)CC2)cc1,-1,1,-2,-1,-2.3,0,i,-5,0,3
N#Cc1cnc(Nc2ccc(F)cc2)nc1N,13,3,-5,-1,-0.7,7,i,-8,-2,-6
S=C(Nc1ccccc1Cl)N1CCCC(c2ccccc2)=N1,8,-4,-7,2,2.7,-2,i,0,2,-4
CN(CC(=O)Nc1ccccc1C(F)(F)F)C(=O)C1=COCCO1,0,6,-11,2,-0.2,8,i,1,8,2
CCCC(=O)N1CCCC1(C)C(=O)Nc1ccc(C)c(C)c1 (stereo not given),6,2,/,-1,0.4,-6,i,-1,4,2
CCc1ccc(NC(=O)c2ccc(F)c(S(=O)(=O)N(CC)c3ccccc3)c2)cc1,5,-3,-13,0,0.7,-4,i,-8,-4,-3
O=C(CSc1c[nH]c2ccccc12)NCC1CCCO1 (stereo not given),5,-6,-5,0,-1.5,-6,i,-2,-1,-4
O=C(CN1CCN(c2ccccc2O)CC1)Nc1ccc2c(c1)CCC2,-1,-1,5,-1,0.2,5,i,1,-8,-4
NC(=O)c1ccc(Nc2nc(C(N)c3ccccc3Cl)cs2)cc1 (stereo not given),7,2,/,-1,-1.1,5,i,-1,-8,0
CC(NC(=O)CSc1ncccc1C(=O)O)C1CC2CCC1C2 (stereo not given),-9,6,-2,-4,-0.6,4,i,-1,14,8
O=c1[nH]c2c(cnn2-c2ccc(Cl)cc2)c(=O)n1-c1cccc(Cl)c1,6,5,-8,0,1.3,16,i,0,2,6
CCOC(=O)c1cnn(-c2nc(OC)cc(OC)n2)c1C(F)(F)F,4,5,-7,3,-0.8,-5,i,-13,3,-5
Cc1nc(COC(=O)c2ccc(CO)cc2)cs1,-8,-2,0,0,-1.8,1,i,-4,0,1
Cc1nn(C)c(C)c1CCC(=O)N1CCCC(C(=O)c2cccc(OC(C)C)c2)C1 (stereo not given),0,3,-9,1,-0.1,10,i,-2,1,-1
Cc1cc(C)nc(SCCCNCc2ccc(Br)cc2)n1,11,4,-6,1,-3.3,-2,i,-5,-1,-2
Cc1cc(C)cc(OCc2nnc(SCC(=O)c3ccccc3)o2)c1,2,0,-12,0,2.7,-54,i,7,-7,2
CC(C)(C(=O)Nc1nccs1)c1ccccc1,-3,-1,0,0,-1.0,-6,i,-6,2,0
CCOc1ccc(-c2nc(CSc3nnc(C)s3)cs2)cc1OC,0,-10,1,-4,-0.2,-7,i,-5,1,-2
CCn1c(=O)cc(SCC(=O)Nc2ccc(C)cn2)c2ccccc21,-2,-2,-4,-1,0.9,4,i,0,2,3
CCOc1cc(C(=O)N2CCN(c3ccccc3)CC2)cc(OCC)c1OCC,-1,-3,-13,0,-0.7,-4,i,12,-2,2
Cc1noc(NS(=O)(=O)c2ccc(NC(=O)/C=C/c3ccccc3)cc2)c1C,-21,-2,-5,-1,0.3,4,i,-5,-1,4
CCOC(=O)c1ccc(NC(=O)NCc2ccccc2OC)cc1,12,0,-8,-5,2.2,14,i,-1,1,-4
Nc1nnc(-c2ccccc2[N+](=O)[O-])o1,3,-10,-3,-3,-0.8,7,i,-2,-1,6
Cc1cccc(CSc2ccc(S(=O)(=O)N3CCCC3)cn2)c1,5,1,-12,-3,2.7,12,i,2,-31,0
Cc1cccc(/C(N)=N/OC(=O)CCCc2ccccc2)c1,-5,3,-8,2,2.7,8,i,-3,3,-4
O=C(CCCNS(=O)(=O)c1ccc(F)cc1)Nc1ccc(F)cc1,15,0,-4,-3,-4.2,10,i,-6,2,0
Nc1c(S(=O)(=O)c2cccs2)c2nc3ccccc3nc2n1CC1CCCO1 (stereo not given),-9,-10,0,3,-0.3,3,i,6,-13,5
Cc1ccc(OCc2nnc(NC(=O)c3ccco3)s2)cc1,22,3,-7,1,-0.5,5,i,4,2,0
COc1ccc2c(c1)C(=O)c1ccccc1CO2,-33,-9,-9,-2,0.3,-9,i,-6,1,-1
NC(=O)Nc1ccccc1C(=O)Nc1ccc2ccccc2c1,-2,5,2,-2,-2.4,-6,i,2,-1,-4
COc1ccc(OC)c(NC(=O)CN(Cc2ccc(F)cc2)C2CCCCC2)c1,12,7,-2,-2,4.9,-5,i,4,4,-14

# Next part; the last 7 above are carried over.
SMILES,SKN-1 block,SUMO1 PPI mod,Scp1 inh,STEP block,LMPTP block,NRP1-CendR mod,Rpn11 block,NadD block,DNMT1 inh,MT1-MMP act inh
Cc1cccc(/C(N)=N/OC(=O)CCCc2ccccc2)c1,-5,3,-8,2,2.7,8,i,-3,3,-4
O=C(CCCNS(=O)(=O)c1ccc(F)cc1)Nc1ccc(F)cc1,15,0,-4,-3,-4.2,10,i,-6,2,0
Nc1c(S(=O)(=O)c2cccs2)c2nc3ccccc3nc2n1CC1CCCO1 (stereo not given),-9,-10,0,3,-0.3,3,i,6,-13,5
Cc1ccc(OCc2nnc(NC(=O)c3ccco3)s2)cc1,22,3,-7,1,-0.5,5,i,4,2,0
COc1ccc2c(c1)C(=O)c1ccccc1CO2,-33,-9,-9,-2,0.3,-9,i,-6,1,-1
NC(=O)Nc1ccccc1C(=O)Nc1ccc2ccccc2c1,-2,5,2,-2,-2.4,-6,i,2,-1,-4
COc1ccc(OC)c(NC(=O)CN(Cc2ccc(F)cc2)C2CCCCC2)c1,12,7,-2,-2,4.9,-5,i,4,4,-14
CCCc1ccc(S(=O)(=O)N2CCN(Cc3ccco3)CC2)cc1,-6,6,-5,-1,1.5,-14,i,-4,2,-2
CC(C)OC(=O)CSc1nnc(Cc2ccccc2)n1C,-5,-6,2,0,-0.6,-2,i,-3,4,10
COC(=O)c1c(NC(=O)C2COc3ccccc3O2)sc2c1CCN(C(C)=O)C2 (stereo not given),1,-4,-4,2,1.1,10,i,-10,-10,4
C=CCn1c(CCC)nc2ccccc21,4,2,-1,2,1.6,1,i,-6,-2,-1
Cc1cccn2c(=O)c3cc(C(=O)NC4CCCCC4C)n(C)c3nc12 (stereo not given),3,-9,-8,-2,0.6,4,i,0,5,4
N=c1c2c3c(sc2ncn1CCN1CCOCC1)CCCCC3,-49,1,-2,-3,-0.7,0,i,-6,3,-5
CCOc1ncccc1C(=O)OCC(=O)Nc1c(C)cc(C)cc1C,-14,2,2,-5,-1.1,-1,i,-4,6,1
COc1ccc(OCCn2c(C)c(/C=N/n3cnnc3)c3ccccc32)cc1,-23,0,1,3,2.1,0,i,9,13,3
COc1ccc(S(=O)(=O)N2CCC(C(=O)NCCC(=O)NCc3cccc(OC)c3)CC2)cc1,9,-4,-3,-2,-1.8,1,i,-3,1,0
Cc1cc(NC(=O)CSc2nc3c(C)cccc3cc2C)no1,-4,1,-5,0,0.4,8,i,-8,7,0
CCCCn1c(NCc2ccc(N(C)C)cc2)nc2ccccc21,-7,4,0,1,6.2,-11,i,-6,-4,-5

# Profiles as entered above:
# C=CCn1c(CCC)nc2ccccc21 across the screens: SKN-1 block = 4; SUMO1 PPI mod = 2; Scp1 inh = -1; STEP block = 2; LMPTP block = 1.6; NRP1-CendR mod = 1; Rpn11 block = i; NadD block = -6; DNMT1 inh = -2; MT1-MMP act inh = -1
# CCOc1ncccc1C(=O)OCC(=O)Nc1c(C)cc(C)cc1C across the screens: SKN-1 block = -14; SUMO1 PPI mod = 2; Scp1 inh = 2; STEP block = -5; LMPTP block = -1.1; NRP1-CendR mod = -1; Rpn11 block = i; NadD block = -4; DNMT1 inh = 6; MT1-MMP act inh = 1
